Screening results (PubChem BioAssay)
Luc counter: Counterscreen for Luciferase (Kinase-Glo TM) Inhibition | Luciferin 4-monooxygenase (Photuris pensylvanica), Q27757 | 0.28% of 200,000 active | AID 1379, 2008 | Kinase-Glo luciferase, ATP luminescence, 8 min | Potency, µM (doses to about 38.3 µM), inactives show at the highest dose activity change, negative = inhibition, most hits filed as inhibitors; also: potency is read from the fitted curve at half-maximal effect; % is scaled to controls: 0 for no effect and ±100 for the full control effect; nearly all actives have a fitted effect of over 60% in size
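Luminescence was the read-out, taken after 8-minute incubation at ambient temperature. Luciferase turned over luciferin with 10 uM ATP in imidazole pH 7.2 buffer containing KCl, MgCl2, Tween 20 and BSA.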
HTT aggregate: qHTS Multiplex Assay to Identify Dual Action Probes in a Cell Model of Huntington: Aggregate Formation (GFP); PC12 HttQ103-GFP aggregates, Acumen cytometry, 40 h; Potency, µM (doses to about 46.1 µM), inactives show top-dose activity change, negative = inhibition, usual class: inhibitors; 1.1% of 220,000 active; AID 1688, 2009; also: potency is read from the fitted curve at half-maximal effect; % is scaled to controls: 0 for no effect and ±100 for the full control effect; nearly all actives have a fitted effect of over 60% in size
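Huntingtin Q103 exon 1–GFP aggregates in induced PC12 cells (100 nM tebufenozide) were quantified by cytometry from lysates, with compounds dosed in titration.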
Epigenetic reg: Quantitative High-Throughput Screen for Regulators of Epigenetic Control; Potency, µM (doses to about 53.9 µM), inactives show at the highest dose GFP activation, usual class: activators; 0.2% of 280,000 active; murine LDR cells, GFP reporter derepression, 30 h; also: potency is read from the fitted curve at half-maximal effect; % of control where 0% means no effect; nearly all actives have a fitted effect of over 60% in size
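Derepression of a silenced CMV-GFP reporter in murine LDR cells is scored by enumerating GFP-positive cells with a laser-scanning microplate cytometer after 30 hours of treatment at 37 C.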
L3MBTL1 inh: qHTS Assay for the Inhibitors of L3MBTL1; AlphaScreen L3MBTL1–H3K9me1 peptide binding; Potency, µM (highest dose often 57.1 µM), for inactives: at the top dose activity, negative = inhibition, most hits filed as inhibitors; 0.66% of 230,000 active; AID 485360, 2010; also: potency is read from the fitted curve at half-maximal effect; % is scaled to controls: 0 for no effect and ±100 for the full control effect; nearly all actives have a fitted effect of over 60% in size
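Displacement of a biotinylated histone H3(1-15) peptide monomethylated at Lys9 (75 nM) from L3MBTL1 (50 nM) was measured by AlphaScreen after a 30 min room-temperature compound incubation; cefsulodin titration served as intraplate control.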
CBFb RUNX1 block: qHTS Assay for Compounds Blocking the Interaction Between CBF-beta and RUNX1 for the Treatment of Acute Myeloid Leukemia. Runt-related transcription factor 1 (Homo sapiens) + Core-binding factor subunit beta …. AlphaScreen CBFb-His/RUNX1-biotin binding, biochemical. Potency, µM (doses to about 59.8 µM), for the others: at the highest dose activity, negative = inhibition, hits mostly inhibitors. 230,000 tested, under 10 active; also: % of control where 0% means no effect
Target sequence (Q01196 whole entry, looked up): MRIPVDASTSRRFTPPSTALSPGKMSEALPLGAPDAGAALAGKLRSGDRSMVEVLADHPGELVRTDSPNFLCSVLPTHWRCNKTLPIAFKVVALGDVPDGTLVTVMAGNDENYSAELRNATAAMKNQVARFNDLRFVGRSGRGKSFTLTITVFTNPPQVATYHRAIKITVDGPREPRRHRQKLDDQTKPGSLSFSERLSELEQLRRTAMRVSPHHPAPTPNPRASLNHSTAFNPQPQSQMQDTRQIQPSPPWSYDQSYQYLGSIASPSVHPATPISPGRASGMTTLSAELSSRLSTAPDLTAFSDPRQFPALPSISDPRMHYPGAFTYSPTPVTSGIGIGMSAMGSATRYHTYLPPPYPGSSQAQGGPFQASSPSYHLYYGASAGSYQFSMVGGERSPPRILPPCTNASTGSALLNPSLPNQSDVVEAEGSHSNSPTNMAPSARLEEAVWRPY
Target sequence (Q13951 whole entry, looked up): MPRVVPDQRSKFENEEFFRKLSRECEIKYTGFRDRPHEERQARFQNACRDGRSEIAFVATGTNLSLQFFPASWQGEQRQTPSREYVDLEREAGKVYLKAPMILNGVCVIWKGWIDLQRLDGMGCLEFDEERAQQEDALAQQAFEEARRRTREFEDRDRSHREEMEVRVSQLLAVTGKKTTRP
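Inhibition was taken as any reduction in AlphaScreen signal from the CBF-beta–RUNX1 pair (His and biotin tags, 30 nM each), measured after compound (15 min) and bead (90 min) incubations at room temperature.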
IMPase Li inh: qHTS Assay for Identifying the Cell-Membrane Permeable IMPase Inhibitors: Potentiation with Lithium; CHO-M1 cells, IP1 TR-FRET (IP-One), carbachol + lithium; Potency, µM (doses to about 59.4 µM), without a hit: at the highest dose activity, negative = IMPase inhibition, hits mostly inhibitors; 0.35% of 210,000 active;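 also: IP1 builds up when IMPase is blocked and the TR-FRET signal falls; potency is read from the fitted curve at half-maximal effect; plate controls were basal vehicle for no effect and high inhibitor control for full effect; nearly all actives have a fitted effect of over 50% in size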
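Readout is a homogeneous TR-FRET IP1 immunoassay (Ex 320, Em 665 and 620), where raised cytosolic IP1 lowers signal. Cells were CHO-M1 treated 30 min at 37C with test compounds plus a little lithium; AC50 values came from Hill-equation fitting.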
NPSR antag: qHTS Assay for Antagonists of the Neuropeptide S Receptor: cAMP Signal Transduction | Q6W5P4 | Potency, µM (highest dose often 38.3 µM), for inactives: at the top dose activity change, negative = inhibition, hits mostly inhibitors | AID 1461, 2008 | CHO-NPSR cells, cAMP TR-FRET, antagonist mode | 1% of 220,000 active; also: potency is read from the fitted curve at half-maximal effect; % is scaled to controls: 0 for no effect and ±100 for the full control effect; nearly all actives have a fitted effect of over 50% in size; many of its hits are not listed in these tables
Target sequence (Q6W5P4 whole entry, looked up): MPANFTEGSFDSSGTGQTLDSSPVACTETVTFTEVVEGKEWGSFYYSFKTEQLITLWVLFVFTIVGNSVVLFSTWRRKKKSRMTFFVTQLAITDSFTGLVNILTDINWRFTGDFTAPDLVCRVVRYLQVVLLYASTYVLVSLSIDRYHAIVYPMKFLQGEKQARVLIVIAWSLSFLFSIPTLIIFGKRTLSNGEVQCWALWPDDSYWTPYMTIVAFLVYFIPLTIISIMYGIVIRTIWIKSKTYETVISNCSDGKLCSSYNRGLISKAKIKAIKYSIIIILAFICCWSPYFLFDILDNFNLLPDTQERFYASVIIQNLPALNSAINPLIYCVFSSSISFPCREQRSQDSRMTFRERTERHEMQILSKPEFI
* = called active by the depositor; ? = inconclusive; · = no result given; & = joins results of further samples; [ ] = another dose, or the depositor's remark. Calls follow the shape of the dose curve; as a rule, active = well fitted curve in the direction sought with a large enough effect; inconclusive = small, poorly fitted or top-dose-only effect, or another doubt; inactive = no such curve, though single readings can be large; an effect the other way counts as inactive or inconclusive. Not all compounds are listed (hit frequency here may not be typical).

Start of the listing, in advance:
SMILES	Luc counter	HTT aggregate	Epigenetic reg	L3MBTL1 inh	CBFb RUNX1 block	IMPase Li inh	NPSR antag
COc1ccc(NC(=O)CN2C(=O)/C(=C3\SC(=S)N(C4CCS(=O)(=O)C4)C3=O)c3ccccc32)cc1 (stereo unspecified)	·	-9%[9.22 µM]	?	·	-12%	·	-1%
CCOC(=O)c1c(NC(=S)Nc2ccccc2)sc2c1CCN(CC)C2	-4%	-1%	2.9%	-4%	1%	33%[activator][38.3 µM]	-17%[46.1 µM]
Cc1ccc(S(=O)(=O)N2N=C3CCCCC3C2(O)C(F)(F)F)cc1 (stereo unspecified)	-1%	20%	-4.0%	9%	-6%	1%	12%
O=C(Nc1ccc(C(=O)O)cc1)/C(=C\c1ccc2c(c1)OCO2)NC(=O)c1ccccc1	2%	2%	-0.5%	·	3%	-4%	6%
COCCn1c(C)c(C(=O)O)sc1=S	0%	2%	0.9%	8%	9%	-15%[38.3 µM]	-3%[46.1 µM]

All compounds of this part, from the first entry:
SMILES	Luc counter	HTT aggregate	Epigenetic reg	L3MBTL1 inh	CBFb RUNX1 block	IMPase Li inh	NPSR antag
COc1ccc(NC(=O)CN2C(=O)/C(=C3\SC(=S)N(C4CCS(=O)(=O)C4)C3=O)c3ccccc32)cc1 (stereo unspecified)	·	-9%[9.22 µM]	?	·	-12%	·	-1%
CCOC(=O)c1c(NC(=S)Nc2ccccc2)sc2c1CCN(CC)C2	-4%	-1%	2.9%	-4%	1%	33%[activator][38.3 µM]	-17%[46.1 µM]
Cc1ccc(S(=O)(=O)N2N=C3CCCCC3C2(O)C(F)(F)F)cc1 (stereo unspecified)	-1%	20%	-4.0%	9%	-6%	1%	12%
O=C(Nc1ccc(C(=O)O)cc1)/C(=C\c1ccc2c(c1)OCO2)NC(=O)c1ccccc1	2%	2%	-0.5%	·	3%	-4%	6%
COCCn1c(C)c(C(=O)O)sc1=S	0%	2%	0.9%	8%	9%	-15%[38.3 µM]	-3%[46.1 µM]
CCCCCCn1c(N2CCC(C(N)=O)CC2)nc2c1c(=O)[nH]c(=O)n2C	-1%	3%	8.1%	-7%	7%	-16%[38.3 µM]	-21%[46.1 µM]
Cc1cc(C)c(C(=O)CSc2n[nH]c(-c3ccncc3)n2)c(C)c1	0%	4%	-2.7%	10%	-11%	6%	-19%
Cc1cc(-c2ccccc2)cc(-c2ccccc2)[n+]1C	-4%	?	-0.5%	6%	0%	14%	5%
COCCCNC(=O)c1sc2ncn(CC(=O)Nc3ccc(C)c(Cl)c3)c(=O)c2c1C	0%	20%	-5.0%	-1%	9%	10%	-24%
CC(C)(C)NC(=O)CN(Cc1cccs1)C(=O)CCN1CCc2ccccc21	1%	5%[9.22 µM]	-2.6%	?	-11%	18%	-27%
O=C(Cn1nnc(-c2ccc(OCc3ccccc3F)cc2)n1)N1CCOCC1	-1%	2%	-1.0%	14%	-1%	11%	12%
Cc1c(NC(=O)CN2C(=O)NC(C)(c3ccccc3)C2=O)c(=O)n(-c2ccccc2)n1C (stereo unspecified)	5%	?	-1.1%	-1%	-3%	-1%	11%
Cc1nnc(SCC(=O)c2cc(C)n(C3CC3)c2C)s1	-3%	0%	5.5%	9%	2%	-5%[38.3 µM]	-14%[46.1 µM]
C(=N\NCc1ccccc1)/c1ccc2nccnc2c1	·	1%[9.22 µM]	0.1%	-9%	-2%	·	-30%
O=C(Cn1nnc(-c2ccccc2Cl)n1)NCc1ccc2c(c1)OCO2	-2%	9%	-0.4%	·	-1%	?	-7%[46.1 µM]
COC(=O)COC(=O)c1ccc(Oc2nc(OC)nc(N(C)C)n2)cc1	-4%	12%	-4.4%	-12%	0%	-5%[38.3 µM]	-11%[46.1 µM]
Oc1ccccc1/C=N/Nc1nc2ccccc2o1	·	?	?	-11%	-19%	·	-40%
Cc1occc1C(=O)Nc1ccc(S(=O)(=O)N2CCCC2)cc1	-5%	4µM*	-6.1%	-5%	-11%	8%	-14%[46.1 µM]
COc1cccc(C2NC(=S)NC(C)=C2C(=O)c2ccccc2)c1OC (stereo unspecified)	-2%	7%	-0.2%	-26%	-1%	-6%	-13%
CCc1ccc(/C=C2\Oc3cc(OC(=O)N4CCOCC4)ccc3C2=O)cc1	-3%	-5%	-1.3%	-2%	8%	19%	-18%
CC(=O)c1ccc(NC(=O)CN2C(=O)COc3ccc(Cl)cc32)cc1	-4%	26%	0.8%	2%	-4%	-15%[38.3 µM]	-6%[46.1 µM]
CC1CN(CC(=O)Nc2cc(S(=O)(=O)N3CCCC3)ccc2Cl)CC(C)O1 (stereo unspecified)	1%	1%	-0.4%	2%	5%	13%	-12%
Cc1ccc(N2CCN(S(=O)(=O)c3ccc(F)cc3)CC2)c(C)c1	0%	-30%	2.0%	21%	14%	21%	-8%[46.1 µM]
CCc1cccc(Nc2c3c(nc4ncnn24)CCC3)c1	0%	7%[9.22 µM]	0.0%	3%	3%	14%	6%
CC(=O)c1coc2ccc(OCC(=O)O)cc12	0%	10%	1.0%	-8%	-1%	-4%	-2%[46.1 µM]
COc1ccc(C2(C(=O)Nc3cc(C)on3)CCOCC2)cc1	0%	-5%	0.8%	1%	1%	11%	-15%[46.1 µM]
CCN(CCCNC(=O)c1[nH]c(C)c(C(C)=O)c1C)c1ccccc1	-2%	7%	0.0%	-16%	-3%	25%[38.3 µM]	-19%[46.1 µM]
Oc1ccc(N=Nc2nccs2)c(O)c1	·	13%[9.22 µM]	-4.5%	25µM*	·	·	?
C=CCn1c(SCC(=O)N2CCN(c3ccc(F)cc3)CC2)nnc1-c1ccco1	2%	4%	0.0%	9%	2%	-2%	-1%
O=C(CSc1ncn[nH]1)Nc1ccnc2ccccc12	1%	11µM*	-1.6%	·	0%	15%[38.3 µM]	1%[46.1 µM]
CC(C)c1[nH]nc2c1C(c1cccc(OC(=O)N3CCOCC3)c1)C(C#N)=C(N)O2 (stereo unspecified)	4%	3.2µM*	-1.0%	-3%	-7%	-2%[38.3 µM]	-6%[46.1 µM]
COc1cc([N+](=O)[O-])ccc1NC(=O)CCCOc1ccccc1	7%	-1%	-2.0%	-2%	-8%	12%[38.3 µM]	-22%[46.1 µM]
CCOC(=O)c1ccc(NC(=S)NC2CCCC2)cc1	-3%	7%	0.0%	11%	8%	-5%	9%
Cc1ccc(-c2nc3ccccc3s2)cc1NC(=S)NC(=O)c1cccc2ccccc12	2%	14%	-1.0%	4%	-4%	-11%	-12%
Oc1cccc(/C=N/N2CCN(C3c4ccccc4-c4ccccc43)CC2)c1	·	-16%[9.22 µM]	11%	-1%	-21%	·	51%
COc1ccc(Nc2oc(-c3ccccc3Cl)nc2C#N)cc1	3%	-13%	1.0%	7%	-5%	11%	-6%
COc1ccc(C2CC(=O)C(C=NCCN3CCN(C(=S)Nc4ccccc4)CC3)=C(O)C2)cc1 (stereo unspecified)	·	-3%[9.22 µM]	-2.0%	44%[activator]	16%	·	-8%
CC(=O)Oc1ccc(C(C)=O)c2c1OCCO2	-1%	-17%	-0.1%	·	-2%	29%[38.3 µM]	-4%[46.1 µM]
c1csc(C2Nc3ccccc3-c3nc4ccccc4n32)c1 (stereo unspecified)	-4%	6%	-1.9%	9%	13%	-9%	43%
O=c1cc(Cc2ccccc2)[nH]c(=S)[nH]1	-5%	0%	1.1%	7%	7%	-2%	3%
O=C(OCc1nc2ccccc2[n+]([O-])c1C(=O)c1ccccc1)c1cccnc1	·	-6%[9.22 µM]	1.2%	-5%	8%	·	2%
Cc1cc(C(F)(F)F)n2nc(C)c(-c3ccc(Cl)cc3)c2n1	2%	?	0.1%	4%	-5%	-1%	9%
Cc1cc(C)nc(-n2ncc3c2CC(c2cccc(Cl)c2)CC3=O)n1 (stereo unspecified)	-1%	-10%	-0.2%	26%	6%	3%	-16%
O=C(CCl)N(C/C=C/c1ccccc1)c1ccc2c(c1)OCCO2	-1%	?	-4.2%	·	-12%	10%	-41%
C#CCOCCOCCOCCNc1nc(N2CCN(C(=O)[C@H](CCC(=O)O)n3cc(C(N)CO)nn3)CC2)nc(N2CCN(C(=O)[C@H](CCCCN)n3cc(C(N)[C@H](C)CC)nn3)CC2)n1 (stereo partly specified)	·	7%[9.22 µM]	-3.6%	·	-4%	·	23%
COc1ccc2c(c1)C(c1ccc(C)o1)=NNC(c1cccnc1)=N2	-3%	16%[9.22 µM]	-0.1%	-22%	-7%	13%	22%
COS(C)(=O)=O	-2%	·	-1.7%	·	-4%[21.7 µM]	3%&-8%	·
CCOc1ccc(-c2nnc(-c3ccncc3)o2)cc1	-17%	2%	-0.9%	2%	4%	7%[38.3 µM]	-18%[46.1 µM]
COc1ccc(N2Cc3cccc(C(=O)O)c3C2=O)cc1	8%	12%	-2.1%	·	?	-5%[38.3 µM]	-19%[46.1 µM]
COc1ccc2c(c1OC)C(=O)OC2Nc1nc(-c2ccc([N+](=O)[O-])cc2)cs1 (stereo unspecified)	·	-7%[9.22 µM]	-4.2%	·	1%	·	-15%
NCCCNCCSP(=O)(O)O	-4%	6%	1.1%	·	26%	-11%	3%[46.1 µM]
Cc1cc(C)c2nc(SC3CCOC3=O)cc(C)c2c1 (stereo unspecified)	1%	-12%	4.4%	16%	-6%	-29%	-44%
NCCC(=O)NCCc1cnc[nH]1	-3%	·	-0.1%	-1%	-4%	7%&1%	-8%[46.1 µM]
O=C(NNC(=O)c1cc2cc(Br)ccc2oc1=O)c1ccc(O)cc1	-1%	·	4.3%	8%	0%	-2%	-20%
COCCNS(=O)(=O)c1cc(-c2nn(C)c(=O)c3ccccc23)ccc1C	13%	13%	0.0%	5%	7%	2%[38.3 µM]	-3%[46.1 µM]
CCOC(=O)c1[nH]c2ccc(OC)cc2c1NC(=S)N1CCN(c2ccc(F)cc2)CC1	4%	10%	1.0%	5%	2%	-6%	21%
CC(C)CNC(=O)COC(=O)c1ccc([N+](=O)[O-])cc1Cl	2%	5%	-3.0%	-2%	1%	-7%	20%
COc1cc(/C=N/NC(=O)c2ccc(O)cc2)ccc1Oc1ccc([N+](=O)[O-])cn1	3%	-5%	0.0%	-12%	-4%	-14%	-3%
